PV pol inh – inhibitors of poliovirus RNA polymerase binding and polymerization; 150,000 compounds, 0.66% hits; poliovirus polymerase elongation, fluorescence polarization; active compounds read low; % elongation, % (compound at 16.7 µg/mL); P03300; in the data active = % elongation below about 90%; note: some results filed as inactive read as strong as hits
Target sequence (P03300 1749-2209 limits assumed): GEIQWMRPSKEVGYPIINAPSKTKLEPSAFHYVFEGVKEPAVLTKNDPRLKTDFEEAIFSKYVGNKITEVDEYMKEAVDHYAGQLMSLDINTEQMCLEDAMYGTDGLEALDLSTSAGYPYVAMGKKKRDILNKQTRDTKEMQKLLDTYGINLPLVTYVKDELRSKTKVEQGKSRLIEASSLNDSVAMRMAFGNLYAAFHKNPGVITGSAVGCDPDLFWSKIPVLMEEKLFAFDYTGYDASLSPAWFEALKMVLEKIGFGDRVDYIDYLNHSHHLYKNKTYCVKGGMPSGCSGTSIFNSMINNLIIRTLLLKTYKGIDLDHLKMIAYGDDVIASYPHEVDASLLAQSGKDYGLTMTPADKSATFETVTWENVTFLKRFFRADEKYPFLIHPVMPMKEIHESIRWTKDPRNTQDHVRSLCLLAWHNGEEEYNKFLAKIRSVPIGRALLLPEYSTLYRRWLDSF
PV pol inh FP z-score – further read-out of PV pol inh, marked with its call; z-score; measured here: FP z-score; hits read low
* marks the source's active call; other numbers are inactive results.

mol	PV pol inh	PV pol inh FP z-score
O=C1c2[nH]nc(-c3ccccc3O)c2C(c2ccccc2F)N1Cc1ccncc1 (configuration not stated)	102	-1.1
Cc1cccc(-c2noc(COc3ccccc3)n2)c1	103	0.7
CCC(=O)Nc1ccc2c(c1)nc1n2CCN(CCOC)C1	102	-0.1
Cc1ccc(Cn2ccnc2SCC(=O)NC2CCCC2)cc1	107	-0.2
O=C(CSc1nc2ccccc2c(=O)n1-c1ccc(Cl)c(Cl)c1)N1CCOCC1	100	-0.7
CC1=NNC(=O)CC1	101	-0.1
CCOC(=O)C1CCCN(C(=O)c2ccc(CS(=O)c3ccccc3)o2)C1 (configuration not stated)	102	-0.4
COc1cccc(CNC(=O)CSc2nc3ccccc3nc2Cc2ccc(C)cc2)c1OC	110	0.9
Cc1ccc(NC(=O)N2CCC(CN3CCCCC3)CC2)c(Cl)c1	110	0
CN1CCN(c2ccc3c(ccc4c5ccccc5[nH]c34)n2)CC1	103	0.3
Cn1nc(C(=O)N2CCC(C(N)=O)CC2)c2ccccc2c1=O	102	0
COc1ccc(OC)c(CNC(=O)Cn2nc(C)c3nn(-c4ccc(Cl)cc4)c(C)c3c2=O)c1	117	1.9
CC(C)(C)c1ccc(OCc2nnc(-c3ccccc3)o2)cc1	108	0.3
CC(C)Oc1ccc(CNC(=O)c2ccc3c(c2)N(Cc2ccc(F)cc2)CCS3)cc1	110	-0.2
COc1ccc2c(Sc3ccccc3)c(C(=O)NCCc3ccc(Cl)cc3)[nH]c2c1	106	-0.4
CC1CCN(C(=O)CSc2nc3ccccc3nc2Cc2ccccc2)CC1	110	0.9
CCOC(=O)c1cc(-c2ccccc2)n(CC(=O)NCc2ccccc2OC)c1C	104	0.1
COc1ccc2c(OC)ccc3c2c1C=CC3=O	51	-7.8
Cc1ccccc1Nc1nc(CSc2nnc(CN3CCCC3=O)o2)cs1	107	0.8
OCCC12CC3CC(CC(C3)C1)C2	105	0.7

Next part, overlapping the part above by two compounds.
mol	PV pol inh	PV pol inh FP z-score
Cc1ccccc1Nc1nc(CSc2nnc(CN3CCCC3=O)o2)cs1	107	0.8
OCCC12CC3CC(CC(C3)C1)C2	105	0.7
Cn1c(=O)c2sccc2n2c(CCCC(=O)Nc3ccc(Oc4ccc(Cl)cc4)cc3)nnc12	119	0.5
Clc1ccc(CSCc2cn3ccsc3n2)cc1	100	-0.1
Cc1ccc(-c2noc(CNC(=O)CN(C)S(=O)(=O)c3ccc(C)cc3)n2)cc1	102	0.1
O=C(NC1CCCC1)C(c1ccc(N2CCOCC2)cc1)N(Cc1ccco1)C(=O)c1ccco1 (configuration not stated)	102	0.2
Cc1ccc(NC(=O)CCn2cccn2)c(C)c1	106	0
C=CC1=C(C(=O)O)N2C(=O)[C@@H](NC(=O)/C(=N/OCC(=O)O)c3csc(N)n3)[C@H]2SC1 (stereo in doubt)	102	0.3
CCc1ccccc1NC(=O)Cn1c(=O)n(CC(=O)NCCc2ccccc2)c(=O)c2ccccc21	107	-0.4
Cc1ccc(C)c(S(=O)(=O)Nc2cc(Cl)c3oc(=O)sc3c2)c1	90	-2.8
O=C(O)CCc1ccc(-c2cccs2)n1CC(=O)Nc1ccccc1C(F)(F)F	109	0.4
CCCNC(=O)C1CCN(C(=O)c2cc3sccc3n2Cc2ccc(Cl)cc2)CC1	102	0.2
CCN1C(=O)c2ccccc2S(=O)c2ccc(C(=O)N3CCc4ccccc4C3)cc21 (configuration not stated)	100	-0.1
CC(=O)Oc1cc2c(C(=O)NC3CC(C)(C)NC(C)(C)C3)c(C)oc2c2ccccc12	103	0.3
CCOC(=O)CN1NC2(CCCCCCC2)NC1=S	102	0.1
COC(=O)c1ccc(Cn2nc(C)c(Cl)c2C)cc1	103	1
O=C1NN(C(=O)Nc2ccc(Br)cc2)[C@@H](c2ccccc2)[C@@H]1c1ccccc1	111	1.1
O=C(OCc1ccc(Br)cc1)c1cccnc1	111	1.1
COc1ccc(-c2csc(C3=C(O)CN(CCC(C)C)C3=N)n2)cc1OC	101	-0.4
COCCn1cnnc1SCC(=O)C12CC3CC(CC(C3)C1)C2	99	-0.6
CCn1cc2c(n1)-c1c(oc(C(=O)Nc3ccc(Br)cc3F)c1C)CC2	53*	-9.3*
CC(NC(=O)NC1CCN(c2nc3ccccc3s2)CC1)c1cccs1 (configuration not stated)	99	-0.9
COc1ccc(CNC(=O)C2CCN(Cc3nc(-c4ccc(Cl)cc4)oc3C)CC2)cc1	107	0.3
O=C(CC12CC3CC(CC(C3)C1)C2)Nc1ccc2oc(-c3ccncc3)nc2c1	104	0.6
CC12C=CC(O1)C1C(=O)N(c3ccccc3Cl)C(=O)C12 (configuration not stated)	103	0.3
c1csc(-c2csc(N3CCCCC3)n2)c1	98	-0.5
CN(C)c1ccc(NC(=O)CSC2=Nc3ccccc3C3=NC(CC(=O)NCc4ccc5c(c4)OCO5)C(=O)N23)cc1 (configuration not stated)	106	0
Cc1cc(C(=O)/C(C#N)=C/Nc2cccc(OC(F)(F)F)c2)c(C(F)(F)F)o1	102	0.2
COCCNC(=O)CCn1c(=O)c2cc(OC)c(OC)cc2n(CC(=O)Nc2ccccc2C)c1=O	102	-0.8
NC(N)=NCCCCN=C(N)N	103	0.4
COC(C)C(O)(C(=O)OC1=CCN2CC[C@H](O)[C@@H]12)C(C)C (some centres not stated)	104	0.1
COCC(=O)Nc1nc2ccc(OC)cc2s1	101	0.4
CCCNC(=O)c1sc2nc(C)cc(C)c2c1-n1cccc1	101	-0.2
CCNC(=O)c1cc2n(n1)CCCN(Cc1ccc(C)cc1)C2=O	109	0.6
Cc1cccc(NC(=O)C(c2ccccc2)N2Cc3ccccc3C2=O)c1C (configuration not stated)	111	0.8
O=c1[nH]cnc2c1nnn2Cc1ccccc1F	100	-0.6
NCCCC(=O)O	98	-0.3
Cc1ccn2c(c1)nc(=O)c1cc(S(=O)(=O)N3CCC(C)CC3)c(Cl)cc12	107	0.6
O=c1onc(-c2ccccc2)n1-c1cccc(Cl)c1	104	0.4
CC1(C)CC(=O)c2sc(NS(C)(=O)=O)nc2C1	103	0.4
CC1(C)CC(=O)C2=C(C1)Nc1[nH]n(-c3ccccc3)c(=O)c1C2c1ccco1 (configuration not stated)	103	-0.2
CCOc1ccc(-c2cc3nc(C4CCN(C(=O)OC(C)(C)C)CC4)c(C(=O)Nc4cc(OC)ccc4OC)cn3n2)cc1	111	0.7
CC1CC(C)(C)OC(c2ccccc2)O1 (configuration not stated)	99	-0.7
COc1ccc(CC(=O)N2CCN(c3ncccn3)CC2)cc1OC	106	0.6
COc1ccc(CC(=O)NCC(c2ccc(Cl)cc2)N2CCOCC2)cc1 (configuration not stated)	103	0
O=C(NCc1ccco1)C1CCN(C(=O)N2CCOc3ccc(Cl)cc32)CC1	107	0
Cc1oc(-c2ccc(Cl)cc2)cc1-c1ccn[nH]1	100	-0.2
CC(Sc1nnc(-c2ccc3c(=O)n4c(nc3c2)CCCCC4)o1)C(=O)Nc1ccc(F)cc1 (configuration not stated)	106	0.4
CCOc1ccc(C(=O)Nc2cc(-c3ccccc3)no2)cc1	109	0.4
Cn1c(SCc2ccc(F)cc2)nc2ccc(C(=O)NCc3ccccc3)cc21	106	-1.1
O=C(Nc1c(Cl)cccc1Cl)c1cccc2c1C(=O)N(C1CCCCC1)C2	113	1.6
COC(=O)c1ccc(NC(=O)c2c(NCc3ccc(OC)c(OC)c3)sc3c2CCCC3)cc1	110	0.7
COc1ccc(CNC(=O)c2ccc(CN3C(=O)C(C)=C(c4ccc(C)cc4)S3(=O)=O)cc2)cc1	110	0.4
CC1CC(OC(=O)C(O)c2ccccc2)CC(C)(C)N1C (configuration not stated)	102	0.2
O=C(COc1cc2oc(=O)c3c(c2cc1Cl)CCC3)N1CCCC1	98	-0.4
O=c1c2nncn2ccn1-c1ccc(F)c(F)c1	107	0.3
Cc1[nH]nc2nc3c(c(OC(=O)c4ccccc4)c12)c(=O)n(C)c(=O)n3C	103	0
CCOC(=O)c1ccccc1NCn1c(=S)oc2ccccc21	103	0.2
COc1cc(OC)cc(-c2nnc(SC(C)C(=O)NC3(C#N)CCCCC3)o2)c1 (configuration not stated)	100	-0.3
CCOCCCNC(=O)NC(C)c1c(-n2cccc2)sc2c1CCN(CC)C2 (configuration not stated)	105	-0.8
COc1cccc(OC)c1C(=O)N=c1sc2cc(S(C)(=O)=O)ccc2n1C	103	0.4
COc1nc(C)nc(NC(=O)NN)n1	101	0.4

Ordered by molar mass (high to low): five of the compounds above
mol	PV pol inh	PV pol inh FP z-score
CC(Sc1nnc(-c2ccc3c(=O)n4c(nc3c2)CCCCC4)o1)C(=O)Nc1ccc(F)cc1 (configuration not stated)	106	0.4
O=C(COc1cc2oc(=O)c3c(c2cc1Cl)CCC3)N1CCCC1	98	-0.4
CCOc1ccc(C(=O)Nc2cc(-c3ccccc3)no2)cc1	109	0.4
Cc1oc(-c2ccc(Cl)cc2)cc1-c1ccn[nH]1	100	-0.2
CC1CC(C)(C)OC(c2ccccc2)O1 (configuration not stated)	99	-0.7

Remaining list, next part.
mol	PV pol inh	PV pol inh FP z-score
O=C(c1ccc(Nc2nc3ccccc3n3nnnc23)cc1)N1CCc2ccccc2C1	101	0.2
O=C(O)COc1nsnc1N1CCOCC1	102	0.2
O=C1CC(C(=O)NC2CCCCC2)C(c2ccccc2)O1 (configuration not stated)	103	1.3
COc1cccc(-c2cc(C(=O)Nc3cccnc3)on2)c1	101	-0.4
COc1ccc(S(N)(=O)=O)cc1C(=O)Nc1ccc(N2CCOCC2)cc1	101	-0.3
CCC1CCCCN1C(=O)COC(=O)c1cnc(Cl)c(Cl)c1 (configuration not stated)	105	1.6
Nc1ccnn1C1CCCC1	100	-0.5
Cc1cc(C)cc(NC(=O)c2ccc3c(O)c(S(=O)(=O)c4ccccc4)c(=O)[nH]c3c2)c1	100	-0.8
Cc1cc(-c2c(C(=O)NN3CCOCC3)c(C)nn2-c2ccccc2)no1	105	0.7
Cc1ccc(C)c(NC(=O)c2ccc3c(O)c(S(=O)(=O)c4ccc(Cl)cc4)c(=O)[nH]c3c2)c1	97	-1.1
COc1ccccc1NC(=O)c1c(NCc2ccc(OC)c(OC)c2OC)sc2c1CCCC2	104	-0.3
O=C(Cc1ccccc1)Sc1nc2ccccc2[nH]1	103	-0.1
Cc1c(NS(=O)(=O)N2CCCCC2)c(=O)n(-c2ccccc2)n1C	103	1.2
O=C(CSc1n[nH]c(=O)[nH]c1=O)c1ccc(Cl)cc1	104	0.4
CN(Cc1ccccc1)c1nnc(NC(=O)c2cc(-c3ccc(Br)cc3)on2)s1	103	-0.1
Cc1nn(-c2ccccc2)c2sc(C(=O)NN3CCOCC3)cc12	105	0
COc1ccc(CC(=O)NCc2nc3cccnc3n2Cc2ccc(F)cc2)cc1OC	107	0
O=C1C(=O)N(C2CCN(C(=O)c3ccc(F)cc3)CC2)CCN1Cc1ccc(F)cc1	106	-0.2
CCn1c(C(=O)OC)cc2sc(Cl)cc21	102	-0.3
Cc1ccc(C(=O)COC(=O)c2cccc(NC(=O)c3ccc(Cl)cc3Cl)c2)cc1	109	1.2

Full records, quoted from the list. Screens in order: PV pol inh | PV pol inh FP z-score
CCC1CCCCN1C(=O)COC(=O)c1cnc(Cl)c(Cl)c1 (configuration not stated) in the list: 105 | 1.6
Cc1cccc(-c2noc(COc3ccccc3)n2)c1 in the list: 103 | 0.7
Cc1cc(C(=O)/C(C#N)=C/Nc2cccc(OC(F)(F)F)c2)c(C(F)(F)F)o1 in the list: 102 | 0.2
CCC(=O)Nc1ccc2c(c1)nc1n2CCN(CCOC)C1 in the list: 102 | -0.1

Later entries.
mol	PV pol inh	PV pol inh FP z-score
CCOC(=O)C1CCN(C(c2ccc(OCC)cc2)c2c(O)cc(C)n(CCOC)c2=O)CC1 (configuration not stated)	105	-0.8
COc1ccccc1S(=O)(=O)Cc1ccc(C(=O)NC2CCCCCC2)o1	100	-0.5
O=C(NCCOCCn1c(=O)oc2ccccc21)Nc1cccc(Cl)c1	105	-0.3
CCN(CC)c1ccc2c3c(c(=O)oc2c1)C(c1cc2c(C)cc(C)cc2[nH]c1=O)C(C#N)=C(N)O3 (configuration not stated)	106	1.6
CN1CCc2[nH]c3ccc(Cl)cc3c2C1	100	0.1
O=C(Sc1cccs1)c1csc(C2COc3ccccc3O2)n1 (configuration not stated)	102	0.1
CCc1ccccc1NC(=O)C(=O)NCC(c1cccnc1)N1CCc2ccccc21 (configuration not stated)	114	1.4
Cc1ccc(N2CC(NC(=O)Cc3ccc(F)cc3)CC2=O)cc1 (configuration not stated)	113	1.4
O=C(OCc1nnc(-c2ccccc2)o1)c1cccc(S(=O)(=O)N2CCc3ccccc32)c1	103	0.3
Cc1cc(=O)cc(C)n1-c1ccc(F)cc1F	103	0.2
CCCNC(=O)c1ccc(N2CC3CC(C2)c2cccc(=O)n2C3)c(NC(=O)Nc2cccc(OC)c2)c1 (configuration not stated)	101	0.1
COc1ccc(NCC(C#N)C(=O)NCc2ccc(Cl)cc2)cc1 (configuration not stated)	102	0.1
N#Cc1cn(CCOc2ccccc2F)c2ccccc12	103	0.4
CN(Cc1ccccc1)Cc1ccco1	100	-0.1
COc1ccc(-c2nc(S(=O)(=O)c3ccccc3)c(NCC3CCCO3)o2)cc1 (configuration not stated)	104	0.3
COCCNC(=O)c1ccccc1NC(=O)c1ccco1	100	-0.7
CCOc1cc(-c2nc3c(c(CC)nn3-c3ccccc3)c3cc(OC)c(OC)cc23)ccc1O	107	0.4
Cc1cc(C)nc(SC(C)C(=O)O)n1 (configuration not stated)	105	0.2
Cc1nc2nc(SCC(=O)N(C)Cc3ccccc3)nn2c(C)c1Cc1ccccc1Cl	106	0.3

Screens deposited in PubChem BioAssay by ICCB-Longwood Screening Facility, Harvard Medical School.

The list is partial, so the mix of outcomes need not match the whole.
